D1 antag: human D1 dopamine receptor antagonism; P21728; HEK293 TREx D1 cells, calcium flux, dopamine EC80; stronger effect = lower value; activity change, negative = inhibition, % at 10 µM; actives 3.2% (n = 360,000); in the data active = activity change below about -30%; note: % is set by controls: 0 for no effect and ±100 for the full control effect
Target sequence (P21728 whole entry, looked up): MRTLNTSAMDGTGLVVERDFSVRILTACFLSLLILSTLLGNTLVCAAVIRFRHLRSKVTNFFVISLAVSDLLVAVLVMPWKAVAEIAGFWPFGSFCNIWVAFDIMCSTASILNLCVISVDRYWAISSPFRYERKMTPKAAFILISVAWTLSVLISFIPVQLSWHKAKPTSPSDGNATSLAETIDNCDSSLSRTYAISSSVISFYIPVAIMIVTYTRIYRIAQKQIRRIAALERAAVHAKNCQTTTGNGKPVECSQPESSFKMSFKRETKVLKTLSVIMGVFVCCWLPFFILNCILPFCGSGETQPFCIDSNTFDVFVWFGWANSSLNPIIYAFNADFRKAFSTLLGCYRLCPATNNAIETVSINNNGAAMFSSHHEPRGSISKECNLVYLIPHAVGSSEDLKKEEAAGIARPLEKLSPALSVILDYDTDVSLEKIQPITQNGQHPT
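Inducible Hek293 Trex D1 cells (tetracycline, overnight, 30 C). Calcium dye 30–90 min RT. Antagonist mode: EC80 dopamine added after 180 s compound read.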
GRP78 ERSR act: induces the endoplasmic reticulum stress response in human glioma cells; U87-MG GRP78 promoter luciferase reporter, 16 h; Potency, µM, without a hit: at the highest dose activation, actives largely listed as activators; actives 0.02% (n = 420,000); AID 602332; note: potency is the fitted concentration of half-maximal effect; series mostly up to about 76 µM; % of control where 0% means no effect; nearly all actives have a fitted effect of over 35% in size
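Stably transfected U87-MG glioma cells carrying a GRP78-based luciferase sensor; 16 h compound incubation. Luminescence end-point read 10 min after Bright-Glo addition at room temperature.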
Vif-APOBEC3G blk: blocks the Vif interaction with human APOBEC3G; Q9HC16; HeLa A3G-eYFP + Vif (tagged APOBEC3G with the HIV-1 protein that degrades it), YFP fluorescence, overnight; Potency, µM (titrated, usually from 46.1 µM), inactives show top-dose activity, negative = active, most hits filed as inhibitors; actives 0.076% (n = 410,000);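 note: potency is the fitted concentration of half-maximal effect; % is set by controls: 0 for no effect and ±100 for the full control effect; nearly all actives have a fitted effect of over 60% in size; hits raise eYFP signal because A3G escapes Vif-driven loss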
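Read-out is eYFP fluorescence (Ex 488/Em 500-530) from Vif-expressing HeLa A3G-eYFP cells; more signal means A3G escaped Vif-mediated degradation. Cells plated overnight, compound pinned in, incubated overnight at 37 deg C.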
D1 PAM: human D1 dopamine receptor positive modulation. HEK293 TREx D1 cells, calcium flux, dopamine EC20 potentiation. actives 0.036% (n = 360,000). P21728. potentiation, % at 10 µM; in the data active = potentiation above about 30%; note: 0% is about no effect
D1 ag: agonists of human D1 dopamine receptor; activation, % at 2 µM; HEK293 T-REx D1 cells, calcium flux, agonist mode; actives 1% (n = 360,000); in the data active = activation above about 30%; note: 0% is about no effect
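Inducible HEK293 T-REx D1 cells, force-coupled to calcium signalling, were plated at 4000 cells/well with tetracycline and held overnight at 30 C. After no-wash calcium dye loading, compound-evoked calcium rise over 180 s flagged agonists.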
RXFP1 antagonist: RXFP1 (human) relaxin receptor antagonism; actives 0.59% (n = 350,000); HEK293-RXFP1, relaxin-stimulated cAMP HTRF, 30 min; stronger effect = lower value; AID 1259400; activity change, negative = inhibition, % at 57.5 µM; Q9HBX9;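 active = activity change of -60% or lower, but not beyond a set lower limit; inconclusive = change between -60% and -40%, or beyond the set limit; inactive = change above -40%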; note: % is set by controls: 0 for no effect and ±100 for the full control effect
RXFP1 agonist: RXFP1 (human) receptor agonism. HEK293T-RXFP1 cAMP TR-FRET, 30 min; response scale: percent of porcine relaxin response, buffer zero. Q9HBX9. Potency, µM (top dose mostly 57.5 µM), for inactives: top-dose activation, hits mostly activators. AID 2676. actives 0.3% (n = 370,000); note: potency is the fitted concentration of half-maximal effect; % is set by controls: 0 for no effect and ±100 for the full control effect; nearly all actives have a fitted effect of over 60% in size; many of its hits are not listed in these tables
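Agonist response is measured as cAMP accumulation in an RXFP1-transfected HEK293T line under PDE4 inhibition. Values are scaled between buffer-only and 29 nM porcine relaxin, and EC50s come from standard Hill equation fits.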
Vif-A3F inh: inhibitors of Vif-A3F interaction. HeLa A3F-eYFP + Vif (tagged APOBEC3F with the HIV-1 protein that degrades it), YFP fluorescence increase. actives 0.2% (n = 390,000). AID 602313. Potency, µM (doses to about 46.1 µM), for inactives: at the highest dose activity, negative = active; note: potency is the fitted concentration of half-maximal effect; % of control where 0% means no effect; nearly all actives have a fitted effect of over 65% in size
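HeLa cells stably expressing A3F-eYFP plus Vif, plated and incubated overnight at 37 deg C, then exposed to compounds overnight at 37 deg C. Blocked degradation read as raised yellow fluorescence (Ex 488/Em 500-530).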
D2 potentiator: positively modulates the human D2 dopamine receptor allosterically; actives 0.34% (n = 340,000); AID 485347; HEK293 T-REx D2, calcium flux, EC20 dopamine potentiation; potentiation, % at 10 µM;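 active = potentiation over 3 SD above the plate norm, cut at about 30% in these data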; note: 0% is about no effect
Target sequence (P14416 whole entry, looked up): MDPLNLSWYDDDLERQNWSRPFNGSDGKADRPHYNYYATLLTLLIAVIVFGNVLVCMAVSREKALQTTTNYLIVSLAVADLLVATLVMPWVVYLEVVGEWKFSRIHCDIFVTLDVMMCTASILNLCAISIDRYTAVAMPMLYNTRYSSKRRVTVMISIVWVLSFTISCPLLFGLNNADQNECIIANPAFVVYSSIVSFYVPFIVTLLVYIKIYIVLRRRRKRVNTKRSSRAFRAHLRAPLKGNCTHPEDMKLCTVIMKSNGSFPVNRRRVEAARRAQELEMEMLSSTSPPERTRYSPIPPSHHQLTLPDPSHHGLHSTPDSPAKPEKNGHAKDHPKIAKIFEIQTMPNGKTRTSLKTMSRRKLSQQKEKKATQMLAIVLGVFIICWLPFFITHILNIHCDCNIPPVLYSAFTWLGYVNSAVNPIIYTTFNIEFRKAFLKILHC
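Potentiation of an EC20 dopamine calcium response is measured in a force-coupled, tetracycline-inducible Hek293 Trex D2 line. Compound-only kinetic reads over 180 s flag agonists before dopamine addition.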
Starred values were filed as active, the others as inactive; ? = inconclusive; nt = no result given. Unless noted, calls come from the whole dose curve; as a rule, active = well fitted curve in the direction sought with a large enough effect; inconclusive = small, poorly fitted or top-dose-only effect, or another doubt; inactive = no such curve, though single readings can be large; an effect the other way counts as inactive or inconclusive. This is a subset. The share of hits here may be higher or lower than overall.

SMILES	D1 antag	GRP78 ERSR act	Vif-APOBEC3G blk	D1 PAM	D1 ag	RXFP1 antagonist	RXFP1 agonist	Vif-A3F inh	D2 potentiator
CCOCC(=O)Nc1ccc(S(=O)(=O)NCCc2ccccc2)cc1	-6	2%	0%	-8	8	-8	2.0%	0%	13
COc1ccc(NC(=O)CC2C(=O)N(c3ccc(OC)cc3)C(=O)N2CCN2CCN(C)CC2)cc1 (centres undefined)	23	2%	4%	0	2	-7	-0.5%	1%	nt
CNC(=S)NCCc1c[nH]c2ccc(OC)cc12	-28	-1%	-1%	-12	2	-34	0.4%	-4%	-3
N#Cc1ccc2ccn(CC(=O)NCc3ccco3)c2c1	-3	-3%	-4%	0	0	-6	-0.3%	-3%	-4
CC(Cl)C(=O)N1c2ccccc2CCc2ccccc21 (centres undefined)	-19	-7%	-24%	-3	5	-11	-2.3%	-2%	1
CC1(C)CCCC2=C1CC1C(=O)N(N)C(=O)C1C2 (centres undefined)	-5	-4%	0%	1	4	-2	6.6%	-2%	7
Cc1nnc(NC(=O)CSC2CCCCC2)s1	-9	1%	-1%	-8	1	3	-0.3%	-9%	13
COc1ccc(F)cc1S(=O)(=O)NCC1CCCO1 (centres undefined)	-5	-1%	-1%	1	2	-5	0.1%	2%	3
O=C(N/N=C/C=C\c1ccco1)c1ccccn1	6	?	?	3	1	-21	1.1%	-5%	-6
CCc1cccc(C)c1NC(=O)C1CCCO1 (centres undefined)	14	-3%	2%	-4	1	-13	-0.2%	-6%	-14
CCc1ccccc1N(CC(=O)N1CCN(c2ccc(F)cc2)CC1)S(C)(=O)=O	7	-3%	0%	-4	3	-9	1.0%	0%	-6
OC(C#CCN1CCOCC1)(c1ccccc1)C1CCCCC1 (centres undefined)	-2	-3%	-1%	11	0	-5	-0.4%	0%	6
O=C1NCCCC1C(=O)N/N=C/c1cccc(O)c1 (centres undefined)	4	-5%	0%	-1	0	2	5.0%	3%	-2
CCOC(=O)C1(Cc2ccccc2)CCN(C2Cc3ccccc3C2)CC1	-28	-4%	5%	-5	8	-22	-0.9%	-2%	-18
C[C@H](NC(=O)c1[nH]cnc1C(=O)Nc1ccc(Cl)cc1)C(=O)OC(C)(C)C	19	-3%	0%	-2	1	nt	1.4%	4%	3
COc1cccc(C(C(=O)NC2CCCC2)N(C(=O)c2ccco2)c2cccc(C(C)=O)c2)c1OC (centres undefined)	11	-5%	2%	9	2	11	0.9%	-5%	0
COc1ccc(S(=O)(=O)N2CCCCC2)cc1NC(=O)[C@@H]1CCCN1C(=O)c1cccs1	10	-1%	-3%	0	0	-3	2.6%	-10%	3
COc1ccccc1CN1CC(C(=O)NCC2(O)CCCCC2)CCC1=O (centres undefined)	nt	-6%	-1%	nt	nt	-9	nt	-5%	nt
Cc1onc(-c2c(Cl)cccc2Cl)c1C(=O)NCCN1CCOCC1	-11	-6%	1%	3	3	10	-0.5%	0%	-7
COc1ccccc1CN(Cc1nc2ccccc2c(=O)[nH]1)S(=O)(=O)c1ccc2ccccc2c1	-18	-5%	0%	-9	12	-2	0.8%	4%	-29
O=C1NC(c2cccs2)Nc2sc3c(c21)CCCC3 (centres undefined)	4	1%	-8%	0	5	-6	4.2%	-5%	-1
COc1ccccc1OC(=O)c1cc(Cl)nc2ccccc12	-3	-1%	0%	3	3	-7	1.3%	2%	20
CCc1nc(SCC(=O)N2CCc3ccccc32)c2oc3ccccc3c2n1	nt	-3%	0%	nt	nt	8	nt	-10%	nt
CCN(CC)c1ccc2c(C)c(CO)c(=O)oc2c1	-1	1%	-2%	-5	0	-2	13%	12%	-8
CCN(CC)C(=O)c1ccc2nc(-c3ccccc3)c(-c3ccccc3)nc2c1	17	-2%	-6%	3	0	-3	-1.7%	0%	3
OC(C#CCN1CCCCC1)(c1ccccc1)c1ccccc1	-22	-2%	2%	-6	9	5	0.5%	-10%	-24
COc1ccccc1NC(=O)NCCN1C(=O)C2C3C=CC(C3)C2C1=O (centres undefined)	-11	-6%	0%	nt	-1	nt	0.8%	-2%	5
CC(O)[C@H]1CN=C(N)N1CCc1cc(C(F)(F)F)cc(C(F)(F)F)c1 (some centres undefined)	10	-1%	7%	-4	0	nt	0.0%	6%	-3
O=C(NCCc1ccc(Cl)cc1)c1ccc(CS(=O)Cc2cccc(Cl)c2)o1 (centres undefined)	-2	-3%	5%	-4	1	2	-0.5%	2%	-8
COc1ccc(F)c(CN(C)CC2CCCN(CCc3ccc(F)cc3)C2)c1 (centres undefined)	-58*	-3%	-1%	-12	3	-3	0.3%	3%	-25

An excerpt of these results, with each value named:
CCOCC(=O)Nc1ccc(S(=O)(=O)NCCc2ccccc2)cc1
  D1 antag = -6; GRP78 ERSR act = 2%; Vif-APOBEC3G blk = 0%; D1 PAM = -8; D1 ag = 8; RXFP1 antagonist = -8; RXFP1 agonist = 2.0%; Vif-A3F inh = 0%; D2 potentiator = 13

CNC(=S)NCCc1c[nH]c2ccc(OC)cc12
  D1 antag = -28; GRP78 ERSR act = -1%; Vif-APOBEC3G blk = -1%; D1 PAM = -12; D1 ag = 2; RXFP1 antagonist = -34; RXFP1 agonist = 0.4%; Vif-A3F inh = -4%; D2 potentiator = -3

Cc1onc(-c2c(Cl)cccc2Cl)c1C(=O)NCCN1CCOCC1
  D1 antag = -11; GRP78 ERSR act = -6%; Vif-APOBEC3G blk = 1%; D1 PAM = 3; D1 ag = 3; RXFP1 antagonist = 10; RXFP1 agonist = -0.5%; Vif-A3F inh = 0%; D2 potentiator = -7

COc1ccccc1CN1CC(C(=O)NCC2(O)CCCCC2)CCC1=O (centres undefined)
  D1 antag = nt; GRP78 ERSR act = -6%; Vif-APOBEC3G blk = -1%; D1 PAM = nt; D1 ag = nt; RXFP1 antagonist = -9; RXFP1 agonist = nt; Vif-A3F inh = -5%; D2 potentiator = nt

The list goes on:
SMILES	D1 antag	GRP78 ERSR act	Vif-APOBEC3G blk	D1 PAM	D1 ag	RXFP1 antagonist	RXFP1 agonist	Vif-A3F inh	D2 potentiator
O=C1CN(C(=O)CNC(=O)c2cccc(Cl)c2)c2ccccc2N1	-26	-3%	1%	-4	5	-13	3.0%	-6%	-5
COc1ccc(S(=O)(=O)NCc2ccc(C(=O)O)cc2)cc1	-2	-2%	0%	0	3	-1	-2.0%	-1%	1
Cc1cc(C)n(-c2nc3ccccc3nc2Nc2ccc(Cl)c(Cl)c2)n1	-1	-4%	1%	-4	-1	-1	2.7%	4%	-5
COc1ccc(NC(=O)Cn2cnc3c(cnn3-c3ccc(C)c(C)c3)c2=O)c(OC)c1	-21	1%	-1%	-3	5	-7	-0.3%	-4%	-3
Cc1ccccc1-c1cc(C(=O)NCc2ccco2)n(CC2CC(c3cccnc3)=NO2)n1 (centres undefined)	nt	-4%	-23%	-1	-1	nt	0.3%	-4%	-35
Cc1ccc(-c2noc(CN(C(=O)CCN3C(=O)c4ccccc4C3=O)C(C)C)n2)cc1	-4	-4%	0%	0	2	2	1.5%	-2%	5
CC(C)C(=O)Nc1ccc(C(=O)N2CCN(C(=O)c3ccco3)CC2)cc1	12	nt	nt	-5	3	nt	2.0%	nt	-1
CCOC(=O)C1CCCN(c2c(Nc3cccc(C)c3)c(=O)c2=O)C1 (centres undefined)	-14	-5%	0%	-6	3	nt	0.5%	0%	-18
CCC(=O)NS(=O)(=O)c1cccnc1Nc1ccc(Cl)cc1	-6	-1%	-1%	-4	2	0	1.4%	6%	-5
COc1ccc(NC(=O)C(CC(C)C)NC(=O)C2CCC(C)CC2)c(OC)c1 (centres undefined)	2	-4%	-7%	-2	1	-2	3.1%	-12%	nt
Cc1ccccc1NC(=O)Cn1cnc2c1c(=O)n(C)c(=O)n2C	-2	-4%	1%	-6	1	4	14%	-4%	10
NC(=O)c1ccsc1NC(=O)COC(=O)c1ccccc1F	-2	4%	2%	-5	3	3	1.7%	1%	nt
O=S(=O)(NCc1cccs1)c1ccc(Br)s1	-1	nt	nt	-3	0	nt	0.6%	nt	-4
COc1ccc(/C=N/NC(=O)Cn2cnc3c2c(=O)n(C)c(=O)n3C)cc1	-14	-2%	5%	-6	1	4	?	-1%	8
CN(c1ccccc1)S(=O)(=O)c1cccc(NC(=O)c2ccc(Cl)c([N+](=O)[O-])c2)c1	nt	-9%	-4%	nt	nt	-6	nt	5%	nt
Cc1ccc(N(CN2CCCC2=O)C(=O)c2ccc(C)c(C)c2)cc1	8	0%	3%	-11	2	-10	1.0%	-3%	-4
COc1cccc(N(C(=O)C2COc3ccccc3O2)C(C(=O)NC2CCCCC2)c2ccc(O)cc2)c1 (centres undefined)	3	nt	nt	-3	5	nt	-0.2%	nt	16
O=C(N(c1ccccc1)c1ccccc1)n1ccnc1	-9	-4%	-1%	-3	0	-6	1.4%	-18%	-13
CN(Cc1cc2ccccc2[nH]c1=O)S(C)(=O)=O	-21	7%	0%	2	3	11	1.8%	-21%	10
CC(=O)Nc1cccc(Oc2cnc3ccccc3n2)c1	-12	2%	0%	-3	1	-11	-2.4%	-7%	1
Brc1ccc(N=Nc2ccc3ccccc3n2)cc1	-24	-13%	-2%	-7	1	-23	-1.9%	6%	-3
O=[N+]([O-])c1cc(S(=O)(=O)Nc2ccccc2)ccc1N1CCN(c2ccccc2)CC1	-7	0%	1%	-1	2	-40	0.0%	?	0
O=C(Nc1ccc(CN2CCOCC2)cc1)c1ccco1	-35*	-6%	-2%	-4	2	8	-3.3%	-14%	16
COc1ccc(/C=C(\NC(=O)c2ccco2)C(=O)NC(Cc2ccccc2)C(=O)O)cc1 (centres undefined)	4	-2%	-2%	nt	3	-3	0.1%	-4%	6
CCCCNc1nc(CC)c2c(c1C#N)CCCC2	0	-2%	3%	-3	4	-10	-0.2%	-4%	2
Cc1cccc2sc(NC(=O)[C@@H]3CCCN3C(=O)c3cccs3)nc12	8	-2%	-4%	-2	5	6	0.9%	12%	12
CCOC(=O)C(C)Oc1cccc2c(=O)n(CC(=O)N3CCc4ccccc43)ccc12 (centres undefined)	4	-2%	0%	2	2	3	-0.5%	-11%	-4
Cc1ccc(-c2nn(-c3ccccc3)cc2C2SCC(=O)N2Cc2ccccc2)o1 (centres undefined)	-7	1%	1%	9	2	nt	3.9%	-12%	6
Cc1ccc(-n2c(SCC(=O)Nc3ccc(Cl)cc3)nc(O)cc2=O)cc1	8	-3%	0%	0	3	?	0.3%	1%	10
Cc1ccn2c(Nc3ccc4c(c3)OCO4)c(-c3ccco3)nc2c1	-29	2%	-10%	1	0	22	10%	-12%	-11
